TEAD-YAP inh: TEAD-YAP interaction inhibition, primary screen, TEAD-YAP interaction inhibitor project, luminescence, HEK-TIYL cells. TEAD-Gal4/YAP UAS-luciferase luminescence. 1.4% of 640,000 active. inhibition, % at 9.12 µM; in the data active means inhibition above about 32%;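 further: 0% = median of test compound wells and 100% = reference inhibitor wells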
GPR151 ag: activators of human GPR151, primary screen, cell-based, PathHunter beta-arrestin, luminescence; G-protein coupled receptor 151 (Homo sapiens), Q8TDV0; PathHunter beta-arrestin GPR151 cells; activation, % at 11.2 µM; 1% of 650,000 active; AID 1508602, 2020; in the data active means activation above about 4.9%;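 further: 0% = median of compound wells and 100% = cells with positive control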
Target sequence (Q8TDV0 whole entry, looked up): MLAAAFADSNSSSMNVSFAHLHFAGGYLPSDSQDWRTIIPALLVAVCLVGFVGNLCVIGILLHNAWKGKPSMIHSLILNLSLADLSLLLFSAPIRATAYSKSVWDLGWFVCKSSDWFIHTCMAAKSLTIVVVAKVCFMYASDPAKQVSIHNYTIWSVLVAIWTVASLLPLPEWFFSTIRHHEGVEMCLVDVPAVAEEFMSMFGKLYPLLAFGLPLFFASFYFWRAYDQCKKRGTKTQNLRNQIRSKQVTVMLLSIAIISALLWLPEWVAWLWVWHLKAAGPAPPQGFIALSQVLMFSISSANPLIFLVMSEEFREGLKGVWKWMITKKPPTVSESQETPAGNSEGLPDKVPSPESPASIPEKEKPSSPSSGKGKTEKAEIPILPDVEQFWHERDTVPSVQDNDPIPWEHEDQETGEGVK
MITF primary: MITF inhibitors, primary screen, biochemical, AlphaScreen, human; AlphaScreen MITF homodimerization, bead proximity signal; inhibition, % at 2.6 µM; 0.91% of 650,000 active; in the data active means inhibition above about 50%;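 further: 0% = vehicle wells with protein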
Target sequence (O75030 whole entry, looked up): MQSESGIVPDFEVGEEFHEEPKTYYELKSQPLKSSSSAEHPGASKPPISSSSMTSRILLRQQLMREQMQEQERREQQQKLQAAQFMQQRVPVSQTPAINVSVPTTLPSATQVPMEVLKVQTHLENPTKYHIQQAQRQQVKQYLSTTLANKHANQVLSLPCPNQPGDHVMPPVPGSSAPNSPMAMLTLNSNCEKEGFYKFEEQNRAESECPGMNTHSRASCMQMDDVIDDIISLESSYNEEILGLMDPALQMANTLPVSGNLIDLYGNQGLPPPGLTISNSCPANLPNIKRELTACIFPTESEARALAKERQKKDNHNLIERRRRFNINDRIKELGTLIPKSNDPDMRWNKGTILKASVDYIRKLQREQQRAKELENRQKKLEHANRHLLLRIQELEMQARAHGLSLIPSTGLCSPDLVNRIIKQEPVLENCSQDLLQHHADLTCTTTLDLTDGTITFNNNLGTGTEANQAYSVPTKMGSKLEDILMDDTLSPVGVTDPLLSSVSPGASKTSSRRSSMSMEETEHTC
FBW7 act: FBW7 E3 ligase activators, primary screen, biochemical, AlphaScreen, human; AID 1259310, 2017; F-box/WD repeat-containing protein 7 (Homo sapiens), Q969H0; 0.13% of 650,000 active; normalized activity (activation), % at 26.1 µM; AlphaScreen FBW7–phospho-cyclin E peptide binding, activator screen; in the data active means normalized activity above about 1.9%;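 further: purified mutant Fbw7 with reduced substrate affinity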
Numbers without * were called inactive.

| SMILES | GPR151 ag | MITF primary | FBW7 act | TEAD-YAP inh |
| --- | --- | --- | --- | --- |
| Cc1cc(C)nc(SCC(=O)N(c2ccc(Cl)cc2)C(C)C)n1 | -0.9 | -3 | -0.2 | -5 |
| O=C(COc1ccc(F)c(Cl)c1)NCCCN1CCCC1=O | -0.2 | 1 | -0.1 | 5 |
| Cc1ccc(C(=O)Nc2ccc(N3C(=O)c4cccc5cccc(c45)C3=O)cc2)o1 | -0.5 | 11 | 0.6 | 3 |
| CCOC(=O)C1CCN(C(=O)c2ccc(CNS(=O)(=O)c3ccc(OC)cc3)cc2)CC1 | -0.6 | -8 | -0.1 | -5 |
| COc1ccc(F)c(CN2CCC3(CCC(CNC(C)=O)O3)CC2)c1 (stereo not given) | -0.2 | 23 | 0.1 | -1 |
| CC(C)CC(c1nnnn1Cc1ccco1)N1CCN(c2ccc(F)cc2)CC1 (stereo not given) | 1.0 | -10 | -0.1 | -1 |
| O=C(CNC(=S)N(CCCN1CCOCC1)Cc1cccs1)NCCC1=CCCCC1 | 0.3 | 6 | 0.1 | 12 |
| O=C(NCc1ccsc1)c1ccc(-c2ccccc2)cc1 | 1.8 | -16 | 0.1 | -33 |
| NNC(=O)c1cc(-c2cccnc2)nc2ccccc12 | 1.1 | 13 | -0.1 | 6 |
| COc1ccc(NC(=O)c2cn(Cc3cccc(F)c3)nc2OCc2cccc(F)c2)c(OC)c1 | -1.4 | 8 | -0.1 | -4 |

Random excerpt: 2 entries already listed
| SMILES | GPR151 ag | MITF primary | FBW7 act | TEAD-YAP inh |
| --- | --- | --- | --- | --- |
| O=C(CNC(=S)N(CCCN1CCOCC1)Cc1cccs1)NCCC1=CCCCC1 | 0.3 | 6 | 0.1 | 12 |
| CCOC(=O)C1CCN(C(=O)c2ccc(CNS(=O)(=O)c3ccc(OC)cc3)cc2)CC1 | -0.6 | -8 | -0.1 | -5 |

The list continues:
| SMILES | GPR151 ag | MITF primary | FBW7 act | TEAD-YAP inh |
| --- | --- | --- | --- | --- |
| CCOc1ccc(C(=O)Nc2ccc3oc(Cc4ccc(Cl)cc4)nc3c2)cc1Br | 1.5 | -8 | -0.1 | 4 |
| C=C1OC(=O)OC1(C)C1CC2C=CC1C2 (stereo not given) | -0.5 | 1 | 0.0 | 8 |
| O=C(Nc1ccc(S(=O)(=O)Nc2nccs2)cc1)c1ccc([N+](=O)[O-])cc1 | -1.1 | 7 | 0.0 | 4 |
| Cc1ccc(NC(=O)CC2Nc3ccccc3NC2=O)c(Br)c1 (stereo not given) | -0.6 | 17 | 0.1 | -7 |
| O=C(Nc1nc(-c2ccc(S(=O)(=O)N3CCCC3)cc2)cs1)c1ccccc1Cl | 0.5 | 4 | 0.1 | 22 |
| O=C(CN1CCC(c2ccncc2)CC1)Nc1nccs1 | -0.9 | -4 | -0.1 | 34* |
| CC(C)C1=CC23CCC4C(C)(C(=O)O)CCCC4(C)C2CC1C1C(=O)N(CCO)C(=O)C13 (stereo not given) | 2.8 | -9 | 0.1 | -3 |
| Cc1ccc(-c2nnc(SCC(=O)C(C)(C)C)o2)cc1 | -1.5 | -1 | 0.9 | -69 |
| CC(=O)NC(CC(=O)O)c1ccc(F)cc1 (stereo not given) | 6.2* | 1 | -0.2 | 6 |
| CCOCCOC(=O)c1ccc(NC(=O)/C(C#N)=C/c2ccc(OC)cc2)cc1 | -0.8 | 4 | -0.1 | 4 |
| Fc1ccc(-c2csc(NCc3ccco3)n2)cc1F | 3.7 | -4 | -0.1 | -43 |
| CCc1cc2c(=O)c(-c3ccc4c(c3)OCCO4)c(C)oc2c(CN(C)C)c1O | -0.1 | -1 | -0.1 | -4 |
| COc1cncc(-c2cnc(Nc3cccc(N(C)C)c3)c3nccn23)c1 | 0.6 | 3 | 0.1 | -9 |
| COc1ccc(C2C3=C(CC(C)(C)CC3=O)N(CCc3ccccc3)C3=C2C(=O)CC(C)(C)C3)cc1 | -0.3 | 5 | 0.8 | 4 |
| CCOC(=O)N1CCC(n2c(SCC(=O)N3CCCC3)nc3ccccc3c2=O)CC1 | -1.3 | 2 | 0.2 | -1 |
| CC(C)c1nc(SCC(=O)NCc2ccccc2)n[nH]1 | 0.4 | 7 | -0.1 | 8 |
| Cc1nc(SCC(=O)Nc2ccc(Br)cc2)n[nH]1 | 0.2 | 1 | 0.1 | 16 |
| CC(=O)NCC(=O)NC(CC(=O)OCc1ccccc1)C(=O)OCc1ccccc1 (stereo not given) | -1.0 | 20 | 1.4 | -9 |
| O=C(Cn1c(Cc2ccccc2)nc2ccccc21)c1ccc(Cl)cc1 | 1.4 | -1 | -0.3 | -1 |
| Nc1cccc(S(=O)(=O)Nc2ccccc2C(=O)OCc2ccccc2)c1 | 1.7 | 13 | 0.4 | 12 |
| CC(C)(C)NC(=O)N1CCC(c2nnc(-c3ccco3)o2)CC1 | -0.4 | -2 | 0.1 | -6 |
| CCCN(CCC)CCSc1nc(O)c(C(C)C)c(=O)n1-c1ccccc1 | -0.1 | 4 | -0.1 | -10 |
| N#CC12c3ccccc3C(c3ccccc31)C1C(=O)N(Cc3ccccc3)C(=O)C12 (stereo not given) | 0.8 | -1 | 0.0 | 7 |
| COc1cccc(C2C(C(=O)OCc3ccccc3)=C(C)NC3=C2C(=O)CC(c2ccccc2)C3)c1 (stereo not given) | -0.5 | 4 | 0.5 | 5 |
| COCC(C)n1c(SCC(=O)c2[nH]c(C)c(C(C)=O)c2C)nc2ccccc2c1=O (stereo not given) | -1.4 | -1 | -0.2 | 5 |
| CCOC(=O)C1(c2ccccc2)NC(c2ccc(F)cc2)C2C(=O)N(C)C(=O)C21 (stereo not given) | 1.0 | 1 | -0.2 | -2 |
| CCOc1ccc(-n2c(=S)sc3c(=O)n(-c4ccc(C)cc4)c(SCC(=O)Nc4ccc(CC)cc4)nc32)cc1 | 0.0 | 11 | 0.2 | 12 |
| O=C(OCc1ccc([N+](=O)[O-])cc1)c1cccc(Cl)c1 | -0.7 | 4 | -0.2 | -2 |
| COc1cc(C(=O)NNC(=O)NC2CCCCC2)cc(OC)c1OC | 0.2 | 3 | -0.1 | 7 |
| COc1ccc(NC(=O)CCc2c(C)nc3c(c2C)c(=O)n(C)c(=O)n3C)c(OC)c1 | -0.9 | -1 | -0.2 | 4 |

Shown with each value named: part of the list above
> COc1cc(C(=O)NNC(=O)NC2CCCCC2)cc(OC)c1OC
  GPR151 ag: 0.2	MITF primary: 3	FBW7 act: -0.1	TEAD-YAP inh: 7

> O=C(OCc1ccc([N+](=O)[O-])cc1)c1cccc(Cl)c1
  GPR151 ag: -0.7	MITF primary: 4	FBW7 act: -0.2	TEAD-YAP inh: -2

Later entries
| SMILES | GPR151 ag | MITF primary | FBW7 act | TEAD-YAP inh |
| --- | --- | --- | --- | --- |
| CC(=O)Nc1ccc(NC(=O)COc2ccc(Br)c(C)c2)cc1 | 0.9 | 3 | -0.1 | -6 |
| O=c1c(-c2ccccc2)[n+]([O-])c2ccccc2n1OCc1ccc(Br)cc1 | -0.4 | 17 | 0.1 | -1 |
| Cn1cnnc1SCc1c(Cl)cccc1Cl | -1.2 | 6 | 0.0 | -14 |
| NC(=O)Cn1c2ccc([N+](=O)[O-])cc2c2cc([N+](=O)[O-])ccc21 | 0.2 | -3 | 0.5 | 5 |
| CCOc1ccc(NC(=O)/C(=C2\Nc3ccc([N+](=O)[O-])cc3N2)[N+](=O)[O-])cc1 | 0.6 | 11 | 0.0 | 10 |
| O=C(c1ccc(Cl)cc1)n1nnc2ccccc21 | -0.9 | 9 | 0.0 | 5 |
| Cc1cccc(-n2c(C)nnc2SCC(=O)Nc2ccc(F)cc2)c1 | -1.5 | 10 | 0.1 | 9 |
| Cc1nonc1N=Nc1ccc(O)c(C=O)c1 | -0.5 | -9 | -0.1 | -6 |
| Cc1cc(C(=O)Nc2ccc3ccccc3c2)oc1C | -1.9 | 9 | -0.1 | -18 |
| COc1ccc(OC)c(-n2nnnc2SCc2ccccn2)c1 | -0.3 | 11 | 0.4 | -1 |
| COCc1nc2c([nH]1)C(c1ccc(Cl)cc1)c1nc(N)oc1-2 (stereo not given) | 0.3 | 8 | 0.0 | 5 |
| COc1ccc(C2C(C#N)=C(N)OC3=C2C(=O)CCC3)cc1Br (stereo not given) | 2.4 | 6 | 0.0 | 3 |
| COc1ccc(NC(=O)C/C(C)=N/NC(=O)c2ccco2)c(OC)c1 | 1.4 | -9 | -0.1 | -72 |
| CCC1CCC(c2ccc(C3=N/C(=C/c4ccccc4Cl)C(=O)O3)cc2)CC1 (stereo not given) | 1.2 | 2 | 0.1 | 1 |
| O=C(Nc1ccc2nc(SCC(=O)N3CCOCC3)sc2c1)c1ccccc1Br | 0.1 | 11 | 0.2 | -5 |
| N#CCCS(=O)(=O)c1ccc(-c2ccc(S(=O)(=O)CCC#N)cc2)cc1 | 0.1 | 18 | 0.0 | 4 |
| Cc1cc(NC(=O)CCc2ccccc2)n(-c2nc3c(c(=O)[nH]2)CCC3)n1 | -0.3 | 2 | -0.1 | -6 |
| Cc1cc(C)n2nc(NCc3cccc([N+](=O)[O-])c3)nc2n1 | 0.9 | 10 | 0.2 | -1 |
| CS(=O)(=O)N(CC(=O)NCc1ccccc1)c1ccccc1F | 1.8 | -3 | -0.1 | -9 |
| NC(=O)C1CCN(C(=O)c2cc3cc([N+](=O)[O-])ccc3oc2=O)CC1 | 1.1 | 20 | 0.8 | 6 |
| CCOC(=O)c1cc(-c2ccccc2)sc1/N=C/c1c(O)[nH]c(=O)[nH]c1=O | -0.5 | 2 | -0.1 | -39 |
| CCc1cccc(C)c1NC(=O)c1cc(S(=O)(=O)NCc2ccccc2OC)ccc1F | -0.6 | -13 | -0.2 | -9 |
| Cc1cc(Cl)ccc1NC(=S)N1CCN(c2ncccn2)CC1 | -0.1 | -6 | -0.1 | -3 |
| O=C(Nc1ccc2c(c1)OCO2)c1cccc(I)c1 | 0.3 | -4 | -0.1 | -52 |
| Cc1cc(C)c(NC(=O)CO/N=C2\CCCc3nonc32)c(C)c1 | -0.6 | -6 | 0.0 | -1 |
| Cc1ccc(NC(=O)CN2C(=O)N/C(=C/c3ccco3)C2=O)cc1 | -1.4 | 22 | 0.0 | 4 |
| COc1ccc(CCn2c(=O)c3cccnc3n(CC#N)c2=O)cc1OC | -0.5 | 19 | 1.0 | -5 |
| c1cc2c3c(cccc3c1)NC(C1=Nc3cccc4cccc(c34)N1)=N2 | -0.9 | 3 | -0.2 | 1 |
| CC1CCCN(C(=O)Nc2ccccc2)C1 (stereo not given) | -0.1 | 5 | 0.1 | -21 |
| Cc1ccc(CN2C(=O)CN(CC(=O)NCCC(C)C)C(=O)C2c2ccccc2F)cc1 (stereo not given) | -0.8 | 4 | 0.1 | 4 |
| O=C(CNC(=O)c1ccccc1)NC1(C(=O)Nc2ccccc2)CCCCC1 | -0.8 | 3 | 0.0 | -4 |
| CCCCC(=O)Nc1cnc(NC(=O)c2ccccc2F)cc1C | -0.8 | 9 | 0.4 | -14 |
| COc1ccc(-c2nc(NCCc3ccc(O)cc3)c3ncn(C4CCCCC4)c3n2)cc1 | -0.9 | 19 | 0.2 | 4 |
| CC(=O)Nc1ccc(S(=O)(=O)N2CCN(C(=O)COc3ccc(C)cc3)CC2)cc1 | -0.5 | -11 | -0.2 | 3 |
| O=C(NCc1ccco1)c1cc(Sc2ccc(Cl)cc2)nc2ccccc12 | 0.9 | 4 | -0.1 | -5 |
| CC(=O)n1ccc(C(=O)Nc2ccc(Cl)c(Cl)c2)n1 | -1.2 | 4 | 0.0 | -55 |
| CCC(=O)Nc1ccc(NC(=S)NC(=O)c2cccs2)cc1 | -0.6 | -3 | 0.1 | -3 |
| Cc1cc(-n2c(C)nc3ccccc3c2=O)ccc1NC(=O)Cc1ccc(Cl)cc1 | -0.5 | 5 | -0.1 | -5 |
| CCN(CC)CCCNC(=O)C1CC(c2ccc(OC)cc2)NS(=O)(=O)N1C (stereo not given) | 1.2 | -7 | 0.0 | -14 |
| Nc1ccc2oc(-c3ccccc3F)nc2c1 | -6.5 | -4 | 0.3 | 12 |
| O=C(NCC(=O)N1CCn2c1nc1ccccc12)c1c[nH]c2ccccc12 | 1.9 | 8 | 0.7 | -5 |
| O=C(N[C@H]1C[C@H]2C(=O)N[C@@H](Cc3c[nH]c4ccccc34)C(=O)N2C1)c1cc(F)c(F)cc1F | -0.6 | -1 | 0.1 | 2 |
| CC(C)C1=CC(=O)C(C)(Cl)C(Cl)/C1=N\S(=O)(=O)c1ccccc1 (stereo not given) | -0.1 | -10 | 0.0 | -12 |
| CCCCNc1nc2c(c(=O)[nH]c(=O)n2C)n1Cc1cccc(C)c1 | -0.2 | 2 | -0.1 | -9 |
| COc1ccccc1C(=O)Nc1ccc(C(=O)Nc2ccccc2C(=O)O)cc1 | -1.8 | -1 | 0.1 | -7 |
| CC(C)OC(=O)c1c(NC(=O)c2cccc(Br)c2)sc2c1CCCC2 | 2.9 | 6 | 0.0 | 6 |
| COCCCNC(=O)CCn1nc(-c2ccc(OC)cc2OC)c2c(C)cc(C)nc21 | 0.5 | -10 | -0.2 | 9 |
| C=CCOc1ccc(/C=N/O)cc1OC | 0.0 | -3 | -0.1 | -14 |
| COc1ccc2c(c1)CC(C(=O)Nc1ccc(-c3cn[nH]c3)cc1OC[C@@H]1CCCN1C)CO2 (stereo not given in full) | 0.6 | 9 | -0.2 | 4 |

Another view of three compounds above:
Values in the order: GPR151 ag | MITF primary | FBW7 act | TEAD-YAP inh
- CC(C)C1=CC(=O)C(C)(Cl)C(Cl)/C1=N\S(=O)(=O)c1ccccc1 (stereo not given)
  -0.1 | -10 | 0.0 | -12
- CCCCNc1nc2c(c(=O)[nH]c(=O)n2C)n1Cc1cccc(C)c1
  -0.2 | 2 | -0.1 | -9
- COc1ccccc1C(=O)Nc1ccc(C(=O)Nc2ccccc2C(=O)O)cc1
  -1.8 | -1 | 0.1 | -7
